# Screens (PubChem)
# CF NFkB inh = inhibitors of PAF-induced NF-kB signaling, primary screen, cell-based, GFP fluorescence, uHTS; AID 588850, 2011; inhibition, % at 5 µM; 360,000 tested, 0.86% active; KKLEB NF-kB-GFP reporter, GFP fluorescence overnight;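 active = at least 50% inhibition at 5 µM, scaled per plate between neutral and stimulator controls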;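 note: PAF is a Pseudomonas aeruginosa culture filtrate used as stimulus; plate controls were PAF-stimulated DMSO wells for no effect and unstimulated DMSO wells for full effect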
# Peg3 promoter = Peg3 promoter-driven luciferase inhibitors, primary screen, cell-based, HeLa, luciferase luminescence. HeLa PEG-Prom luciferase reporter, overnight. AID 588405, 2011. 360,000 tested, 1.7% active. inhibition, % at 20 µM;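 active = inhibition of at least 50% at 20 µM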
# iPSC survival up = enhancers of single-cell hiPSC survival, primary screen, ATPlite luminescence | AID 602274, 2012 | 100% = ROCK inhibitor wells, 0% = DMSO | survival enhancement, % at 20 µM | 360,000 tested, 0.044% active; in the data active = survival enhancement above about 18%;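 note: cells exposed to compounds for 16 hours before the ATP read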
# TWEAK-Fn14 inh = inhibitors of TWEAK-Fn14 signaling, primary screen, luciferase reporter cells, uHTS; TWEAK-stimulated Fn14 reporter cells, luciferase luminescence, 8 h; inhibition, % at 10 µM; 360,000 tested, 2% active; in the data active = inhibition above about 50%
# Shn3 3UTR inh = reduction of Shn3 3'UTR firefly luciferase signal, primary screen, Schnurri-3 inhibitor project, cell-based, Clone20 osteoblasts, set 2 | Clone20 osteoblast Shn3 3'UTR firefly luciferase, 24 h | inhibition, % at 12.5 µM | 360,000 tested, 0.52% active | AID 588674, 2011;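 active = mean inhibition of at least 75% with every replicate also reaching 75%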;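 note: 0% = median of neutral control wells and 100% = pilot-screen positive control compound; some compounds past the cut are filed as inactive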
# NR2E3 ag-1 = NR2E3 agonists in two-hybrid cells, primary screen, cell-based, luminescence, CHO-S, Gal4-NCOR/VP16-NR2E3 | Photoreceptor-specific nuclear receptor (Homo sapiens), Q9Y5X4 | luciferase | 360,000 tested, 0.35% active | inhibition of corepressor binding, % at 3.98 µM | AID 602229, 2012;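 active = inhibition above the mean of all tested compounds plus 3 SD, cut at about 70% in these data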;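 note: 0% = DMSO with NR2E3 transfected cells and 100% = cells lacking NR2E3 construct; higher means lower luciferase signal from less NR2E3 corepressor binding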
# Target sequence (Q9Y5X4 whole entry, looked up, the tested form may be a part): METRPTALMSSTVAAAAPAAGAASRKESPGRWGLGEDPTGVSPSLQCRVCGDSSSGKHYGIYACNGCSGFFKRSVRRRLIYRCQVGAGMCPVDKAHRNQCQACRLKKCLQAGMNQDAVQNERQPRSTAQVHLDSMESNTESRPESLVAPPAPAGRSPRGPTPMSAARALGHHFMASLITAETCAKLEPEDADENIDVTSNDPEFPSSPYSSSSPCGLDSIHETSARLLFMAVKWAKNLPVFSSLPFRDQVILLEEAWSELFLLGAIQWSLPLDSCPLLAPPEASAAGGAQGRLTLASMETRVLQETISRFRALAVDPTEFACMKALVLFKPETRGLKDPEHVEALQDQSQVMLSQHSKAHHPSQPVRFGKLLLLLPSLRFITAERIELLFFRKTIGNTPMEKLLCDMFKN
# KKLEB cytotox = cytotoxicity in KKLEB CF airway cells, primary screen, cytotoxicity control for CF NF-kB inhibitor project, cell-based, uHTS, fluorescence assay plates | AID 602141, 2011 | KKLEB CF airway cells viability, ATPlite luminescence, overnight; active compounds read low; cells stimulated with P. aeruginosa culture filtrate | 360,000 tested, 0.36% active | activity change (cytotoxicity), % at 5 µM;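 active = corrected activity change at or below -50% at 5 µM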
# NR2E3 ag-2 = inhibitors of NR2E3-RetCOR corepressor binding, primary screen, NR2E3 agonist project, biochemical, TR-FRET, GST-NR2E3, biotin-RetCOR; inhibition of corepressor binding, % at 4.78 µM; AID 2300, 2010; Photoreceptor-specific nuclear receptor (Homo sapiens), Q9Y5X4; 1536-well; 320,000 tested, 0.12% active;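 active = percent inhibition above the cutoff of mean plus 3 SD of all tested compounds, set per screening campaign, cut at about 20% in these data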;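 note: 0% = DMSO wells and 100% = biotin wells as full block of FRET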
#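 System: GST-tagged NR2E3 plus biotinylated RetCOR corepressor; Buffer or medium: pH 7.5 Tris-based buffer; Probe or stimulus: RetCOR corepressor, biotinylated, 7 nM; Doses: compound at 4.8 µM, single dose; Schedule: 5 h incubation at 4 °C; Technique: time-resolved FRET; Evaluation: percent inhibition of TR-FRET ratio; Replication: one well per compound, singlicate testing.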
# HIF-2a inh = HIF-2a reporter inhibitors, primary screen, luminescence, 786-0 RCC cells; 786-0 RCC cells HIF-2a reporter, luciferase luminescence, overnight; inhibition, % at 18.8 µM; 360,000 tested, 0.72% active; AID 624352, 2012;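 active = inhibition of the luminescence signal of 40% or more relative to plate controls, in a single-dose primary screen at 18.75 µM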
# MITF TRPM1 inh = inhibitors of MITF-dependent TRPM1 promoter reporter, primary screen, cell-based, SK-MEL-5, single point, luciferase; SK-MEL-5 TRPM1 promoter luciferase, 24 h; inhibition, % at 12.5 µM; 330,000 tested, 0.83% active;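 active = mean inhibition across replicates of 60% or more, whatever share of single replicates reaches that level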; note: values of inactives mirror those of a sister screen read the other way
# aDG glyco up = activators of alpha-DG glycosylation, primary screen, uHTS, Pro5-aDG cells, AlphaScreen. 360,000 tested, 0.22% active. alpha-DG glycosylation AlphaScreen (IIH6); 0% Pro5, 100% B10-LARGE cell signal. activation, % at 10 µM. AID 624168, 2012;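 active = activation of at least 8% versus controls, or a plate z-score of at least 8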;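 note: Pro5 are CHO cells carrying HIG-tagged alpha-DG that lacks glycosylation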
# * = called active by the depositor; . = not tested or not shown.
smiles,CF NFkB inh,Peg3 promoter,iPSC survival up,TWEAK-Fn14 inh,Shn3 3UTR inh,NR2E3 ag-1,KKLEB cytotox,NR2E3 ag-2,HIF-2a inh,MITF TRPM1 inh,aDG glyco up
Cc1nc(Cc2nnc(SC(C)C(=O)Nc3cccc(C#N)c3)o2)cs1 (centres undefined),-6,1,-0.4,2,-6,-31,13,1,6,10,0.0
Cc1ccc(NC(=O)CSCC(=O)N2CCN(C(=O)c3ccco3)CC2)cc1,12,7,0.1,4,-5,-10,7,-1,17,4,-0.1
Cc1nn(-c2ccccc2)c(N2CCCCC2)c1/C=N/O,13,26,0.1,2,6,-15,-3,0,13,4,0.2
COC(=O)C1=C(C)NC(=O)/C1=C\c1cc(C)n(-c2ccc(F)cc2)c1C,-13,-38,-2.1,-26,-3,18,10,3,-2,-12,-0.5
Cc1ccc(S(=O)(=O)N2CCC(C(=O)Nc3nnc(-c4ccc(F)cc4)s3)CC2)cc1,8,13,1.5,3,9,8,-12,1,12,9,-0.2
CCOc1ccc(C(=O)Cc2cc3cccc(OC)c3oc2=O)cc1,5,-18,-0.1,20,4,-24,-1,0,-23,3,-0.1
S=c1nc(C2CC2)[nH]c2ccccc12,0,-11,-5.4,10,10,10,-3,18,8,0,0.0
COc1cc(OC)cc(C(=O)N[C@H](C(=O)Nc2ccc3c(c2)OCO3)C(C)C)c1,4,7,0.5,-3,-13,-1,4,-1,3,7,0.6
CC(C)NC(=O)NC(=O)COc1cccc2c1OC(C)(C)C2,0,17,5.6,-5,21,-8,-4,0,16,-17,0.1
CCCC(=O)NCCc1nc2ccccc2n1CCC,0,-2,0.5,1,1,-17,10,5,1,1,-0.2
S=C(c1ccco1)N1CCOCC1,-40,-9,-1.7,13,-6,1,16,.,-3,7,-0.3
COc1ccc2nc(SCC(=O)c3c(N)n(C4CC4)c(=O)[nH]c3=O)[nH]c2c1,-19,10,-0.3,-2,-8,-31,3,-2,9,6,-0.2
COc1ccc(C(=O)N/C(=C/c2ccccc2F)C(=O)NCCN2CCOCC2)cc1OC,-4,3,0.6,11,5,8,-1,-1,17,10,-0.1
O=C(NC(=S)Nc1ccc2c(c1)OCO2)c1ccc(Cl)cc1,9,-252,-1.3,-8,-68,-40,-9,0,-171,-58,0.1
CC(=O)NCCNc1nc2cc(-c3ccc4c(ccn4C)c3)sc2c(=O)n1C,-10,-109,-1.3,12,-23,-24,6,.,-136,.,-0.4
COCCN=C1NN=C(c2ccc(NC(C)=O)cc2)CS1,-24,-5,2.4,-2,0,-27,3,0,0,-3,1.5
Cc1cc2c(cc1C)NC(=O)C(C)CN2 (centres undefined),-16,-364,-1.4,15,-77,-148,-12,.,-233,.,0.0
Cc1ccc(NC(=O)C(NS(=O)(=O)c2cccc3nsnc23)C(C)C)nc1 (centres undefined),1,27,-1.5,-3,1,-28,-12,3,5,-6,-0.4
CC[C@H](C)Cc1cn([C@@H](CCCN=C(NC(=O)OC(C)(C)C)NC(=O)OC(C)(C)C)C(=O)NCCCCCCCCCCC(=O)N2CCN(C(=O)OC(C)(C)C)CC2)nn1,11,54*,-2.4,60*,29,7,-2,-1,1,16,0.9
CCc1ccc2c(COC(=O)CNS(=O)(=O)c3ccc(NC(C)=O)cc3)cc(=O)oc2c1,-1,-7,2.5,0,-3,1,8,4,5,7,-0.2
CCCn1c(SCC(=O)Nc2nnc(C)s2)nnc1-c1ccoc1C,-11,-1,-0.8,-5,4,-6,9,2,4,5,-0.1
COc1ccc(Br)cc1CNC(C)c1ccccc1 (centres undefined),-6,6,0.2,-6,21,-22,-3,0,13,2,0.1
O=C(CNC(=O)Cc1ccccc1)NCc1cccs1,29,-4,0.8,-11,-1,-27,4,3,6,9,-0.1
OC(CN(Cc1ccccc1)Cc1ccccc1)c1ccccc1 (centres undefined),-6,11,-1.1,-5,3,-15,-8,.,3,24,0.7
O=C(c1ccc(CN2CCOCC2)cc1)N1CCC(Cc2ccccc2)CC1,18,12,2.9,24,-4,18,6,3,13,20,-0.2
CC1CCN(C(=O)c2ccc(NC(=O)c3cccs3)cc2)CC1,5,-20,1.4,6,6,-19,-10,-4,-30,-20,0.1
COc1ccc(-c2nn(-c3ccccc3)cc2C(=O)N2CCN(S(=O)(=O)c3ccccc3[N+](=O)[O-])CC2)cc1,0,9,0.0,1,11,3,12,.,10,.,-0.3
COc1ccc(N/N=C(\C#N)C(=O)NCCc2ccc(OC)c(OC)c2)cc1,0,1,-0.1,-29,-37,-10,-3,1,5,-11,-0.1
COCc1nnc(NS(=O)(=O)c2ccc(F)cc2)s1,-1,13,0.8,-18,9,-4,-9,1,15,6,-0.2
NS(=O)(=O)c1ccc(N/N=C/c2ccc[nH]2)c([N+](=O)[O-])c1,-20,-33,0.1,7,12,10,3,-13,-20,11,-0.1
CC(NC(=O)Nc1ccc(Br)cc1)C(C)(C)C (centres undefined),6,-111,-1.9,-7,-18,-32,8,-3,-81,-43,0.2
O=C(Cn1cc(C(=O)C(F)(F)F)c2ccccc21)NCc1ccco1,13,-36,-0.1,10,-14,-4,-2,2,-45,-9,0.0
COc1ccc(NC(=O)CSc2nnnn2C2CCCCC2)c(OC)c1,-13,4,-0.3,8,-10,-10,12,1,4,7,0.1
OCCN(CCCn1c(-c2ccncc2)nc2ccccc21)c1nc(CN2CCCCC2)cs1,-9,7,1.0,2,-11,15,-6,3,8,5,-0.1
CN(C(=O)COC(=O)c1ccc(Br)c([N+](=O)[O-])c1)c1c(N)n(Cc2ccccc2)c(=O)[nH]c1=O,-6,-14,0.3,-5,-8,14,20,-5,8,7,0.0
Cc1c(Cl)c(C(F)(F)F)nn1CC(=O)N1CCSCC1,11,12,-1.5,16,-18,8,-3,2,22,12,-0.1
COc1ccc(C)cc1S(=O)(=O)N(CC(=O)Nc1cccc([N+](=O)[O-])c1)c1ccc(C)cc1,18,15,-1.2,62*,11,16,-9,1,20,2,0.0
Cc1c(C(=O)OC(C)CCN(C)C)oc2ccccc12 (centres undefined),0,-33,-3.4,-3,2,-18,9,-1,-27,-7,0.1
O=C(/C=C/c1ccc(OC(F)F)cc1)Nc1cccc(S(=O)(=O)N2CCOCC2)c1,12,-49,-0.3,25,1,-36,7,2,-119,0,1.2
Cc1cscc1-c1cc2nc(NCCCN(C)C)n(C)c(=O)c2s1,0,-26,6.2,-15,-5,-20,0,.,-56,.,0.2
O=C(CCNC(=O)c1ccc([N+](=O)[O-])cc1)Nc1ccccc1N1CCCC1,-17,10,-0.1,12,-3,-15,3,-3,11,9,-0.1
c1ccc(CSc2nnc(NC3=NCCCCC3)s2)cc1,12,-191,-3.0,-10,-69,-81,-11,-2,-190,-31,0.2
Cc1ccc2[nH]c(=O)c(CN(Cc3nnnn3Cc3ccccc3)C3CCCC3)cc2c1,2,12,2.4,1,25,-8,-9,2,-10,2,0.2
CCN(CC(=O)NCc1ccc(Cl)cc1)C(=O)/C=C/c1ccc(C#N)cc1,-9,20,-0.3,11,-2,-18,2,-4,20,8,-0.1
N#CCCn1cc(/C=N/NC(=O)c2ccncc2)c(-c2ccccc2)n1,5,14,-1.7,-3,-18,-22,12,6,17,6,-0.3
O=C(N/N=C/c1cc([N+](=O)[O-])cc([N+](=O)[O-])c1O)/C(=C\c1cccs1)NC(=O)c1ccccc1,-13,-5,-1.5,2,-23,-18,4,-4,12,1,-0.1
CC(=O)Nc1cc(-c2cccc(C(=O)NCCN(C)C)c2)cn2c(-c3ccccc3)cnc12,-12,6,-2.0,-59,-28,33,-3,.,-17,.,0.5
CSCCCc1cn([C@@H](CO)C(=O)NCCCCCCCCCCC(=O)N2CCNCC2)nn1,7,-6,5.4,6,19,-25,7,4,5,-7,0.1
Cc1ccc(S(=O)(=O)N2CCC(n3nnc4cc(C)ccc43)CC2)cc1,11,17,-1.1,-18,16,-11,-9,1,-5,5,0.0
CC(OC(=O)C1CC(=O)N(Cc2ccccc2)C1)C(=O)Nc1ccc(F)cc1Cl (centres undefined),-5,-3,-0.2,-3,-7,0,2,-1,11,0,0.0
CCOC(=O)C(CO)(NC(C)=O)C(=O)OCC,-2,4,18,-10,-15,-17,4,2,6,7,-0.1
COCCCNC(=O)c1ccc(-c2csc(C)n2)cc1,-9,-28,-0.5,31,-9,-11,7,1,-21,-9,0.1
COC(=O)c1ccc(OCCN2CCCCCC2)cc1,6,3,0.8,-6,-25,4,8,-1,2,-7,-0.1
O=C(NNC(=O)c1ccc(Oc2cc(Cl)cc(Cl)c2)o1)c1ccccc1,-2,37,-0.4,-4,0,-12,-11,-1,22,11,0.0
c1cn(CCCNC2=NCCCCC2)cn1,-5,18,1.9,-14,-7,-7,-1,1,4,-6,-0.1
NC(=O)CSc1oc(-c2cccs2)nc1S(=O)(=O)c1ccccc1,-11,12,-1.8,13,12,10,18,-1,1,12,0.2
O=C(CCCn1c(SCC(=O)NCC2CCCO2)nc2ccccc2c1=O)NCc1ccccc1 (centres undefined),7,12,1.4,-1,8,-15,-10,-1,12,-3,0.2
O=C(CCc1nnc(CCCc2ccccc2)o1)NCCc1ccco1,15,-128,-1.5,-32,-55,-47,1,3,-173,-38,0.0
CCc1cc(C(=O)NCC(c2ccc(OC)cc2)N2CCOCC2)sc1C (centres undefined),15,18,0.2,-21,-5,3,-22,.,11,4,0.1
CCc1c(C)nc(N2CCN(c3ccc(Cl)cc3)CC2)[nH]c1=O,-5,7,-0.7,-21,14,-22,6,3,13,3,0.6
CC(NC(=O)c1ccc(Cl)cc1)C(=O)N1CCCCC1 (centres undefined),-7,-18,2.6,8,0,6,2,3,-29,-13,-0.2
Cn1nnc2cc(C(=O)Nc3ccccc3)ccc21,-5,-146,-0.2,-26,-42,-50,6,-1,-209,-41,-0.2
